UGM FP inh = Mtb UDP-galactopyranose mutase inhibition; P9WIQ1; purified UGM, fluorescence polarization probe displacement; inhibition, % at 10 µM; 320,000 compounds, 0.06% hits; AID 504406; in the data active means inhibition above about 10%, passing the limit was not always enough; inconclusive means no clear call, values can overlap the other calls
Target sequence (P9WIQ1 whole entry, looked up): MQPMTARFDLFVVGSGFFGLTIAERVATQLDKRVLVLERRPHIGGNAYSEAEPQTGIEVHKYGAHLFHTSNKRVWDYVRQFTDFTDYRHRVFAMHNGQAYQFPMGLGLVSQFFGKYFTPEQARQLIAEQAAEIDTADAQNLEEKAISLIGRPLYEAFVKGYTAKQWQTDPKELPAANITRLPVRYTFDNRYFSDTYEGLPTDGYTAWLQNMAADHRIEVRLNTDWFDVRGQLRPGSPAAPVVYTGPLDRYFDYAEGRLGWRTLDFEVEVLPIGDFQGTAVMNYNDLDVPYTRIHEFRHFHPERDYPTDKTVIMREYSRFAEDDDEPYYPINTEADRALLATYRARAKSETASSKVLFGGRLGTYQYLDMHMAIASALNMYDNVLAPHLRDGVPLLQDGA
Active calls of the source: *; ? = inconclusive. Only part of the results is shown; rates above refer to the full screens.

SMILES | UGM FP inh
CCOC(=O)N1C2=NC(C(=O)OC)=C(C(=O)OC)[C@@H]3N(Cc4ccccc4)c4ccccc4[C@]23C[C@H]1C(=O)OC | 3.7
CCc1ccc2nc3sc(C(=O)N4CCc5ccccc54)c(N)c3cc2c1 | -0.4
O=C(NNC(=O)C1C2CCC(C2)C1C(=O)O)c1ccc(Br)o1 (centres undefined) | -0.7
CCOC(=O)N1CCN(C(=O)CSc2nnc(-c3ccc(Cl)s3)o2)CC1 | -2.2
O=Cc1cccc(OC(=O)c2ccc(Cl)cc2Cl)c1 | 0.4
CCOc1ccc(S(=O)(=O)n2nnc3ccccc32)cc1C | ?
Brc1ccc(-c2ccc(C3Nc4cccc5cccc(c45)N3)o2)cc1 | 2.3
Cc1noc(/C=C/N(C)C)c1S(=O)(=O)N(C)CC(=O)N1CCc2ccccc21 | 0.6

Next part
SMILES | UGM FP inh
O=C(CN1CCC(Cc2ccccc2)CC1)Nc1ccc2c(c1)OCCO2 | -1.9
C#CCOCCOCCOCCNc1nc(N2CCN(C(=O)[C@H]([C@@H](C)CC)n3cc([C@@H](N)Cc4ccc(O)cc4)nn3)CC2)nc(N2CCN(C(=O)[C@H](CCCCN)n3cc([C@@H](N)CO)nn3)CC2)n1 | -1.0
Nc1c(C(=O)N/N=C/c2ccc([N+](=O)[O-])cc2)sc2nnc(-c3ccccc3)c(-c3ccccc3)c12 | 3.3
C(=N\Nc1nc(-c2ccccn2)nc2ccccc12)/c1ccccc1 | -2.1
CCn1c(SCC(=O)Nc2nc3ccccc3s2)nc2c(c1=O)SC(C)C2 (centres undefined) | -2.2
COc1ccccc1C(=O)NCC(=O)NNc1ncnc(N)c1[N+](=O)[O-] | -0.8
Cc1ccccc1CSc1nc2c(c(=O)[nH]1)CCCC2 | 0.0
COC(=O)c1ccc(Oc2nc(NC(C)(C)C)nc(N3CCOCC3)n2)cc1 | -2.3

(more compounds)
SMILES | UGM FP inh
O=C1C2CCN(CC2)C1Cc1ccccc1O (centres undefined) | 0.2
Cc1[nH]c2ccccc2c1C(=O)CN1CC(C)OC(C)C1 (centres undefined) | 2.4
CCOc1ccc(-c2c(=O)n(OCc3ccc([N+](=O)[O-])cc3)c3ccccc3[n+]2[O-])cc1 | -0.3
Nc1ccc(Cc2nc3cc4ccccc4cc3[nH]2)cc1 | 2.7
O=C1CN(CC(=O)N2CCOCC2)c2ccccc2O1 | 2.5
C(=C1/CCCC2=C1Nc1ncnn1C2c1ccccc1)/c1ccccc1 (centres undefined) | 1.6
CCCOc1ccc(C2C(C(=O)c3ccc(C)o3)=C(O)C(=O)N2Cc2cccnc2)cc1 (centres undefined) | -3.1
C#CCOCCOCCOCCNc1nc(N2CCN(C(=O)CCCCCCCCCCNC(=O)[C@H]([C@@H](C)CC)n3cc(CCCCN=C(N)N)nn3)CC2)nc(N2CCN(C(=O)CCCCCCCCCCNC(=O)[C@H]([C@@H](C)CC)n3cc(CCCCN=C(N)N)nn3)CC2)n1 | -0.8

An excerpt of the results above:
SMILES | UGM FP inh
Nc1ccc(Cc2nc3cc4ccccc4cc3[nH]2)cc1 | 2.7
O=C1CN(CC(=O)N2CCOCC2)c2ccccc2O1 | 2.5
C(=C1/CCCC2=C1Nc1ncnn1C2c1ccccc1)/c1ccccc1 (centres undefined) | 1.6
CCCOc1ccc(C2C(C(=O)c3ccc(C)o3)=C(O)C(=O)N2Cc2cccnc2)cc1 (centres undefined) | -3.1
C#CCOCCOCCOCCNc1nc(N2CCN(C(=O)CCCCCCCCCCNC(=O)[C@H]([C@@H](C)CC)n3cc(CCCCN=C(N)N)nn3)CC2)nc(N2CCN(C(=O)CCCCCCCCCCNC(=O)[C@H]([C@@H](C)CC)n3cc(CCCCN=C(N)N)nn3)CC2)n1 | -0.8

Further results:
SMILES | UGM FP inh
CCOC(=O)C1=C(c2ccc(OC)cc2)C(=O)c2ccccc2C1=O | -1.0
COC(=O)CCC(=O)Oc1ccc(OC(=O)CCC(=O)OC)cc1 | -2.7
COc1ccccc1-c1c(C(F)(F)F)oc2cc(OCC(=O)Nc3cc(C)ccc3C)ccc2c1=O | -1.7
Cc1ccc(C(=O)NC(C)c2nc3ccccc3n2CC(=O)Nc2c(C)cc(C)cc2C)cc1 (centres undefined) | 0.7
CCOC(=O)c1[nH]c(COC(=O)CCCOc2ccccc2)c(C(=O)OCC)c1C | 3.3
CN(CC(=O)NC(=O)NCc1ccco1)CC(=O)Nc1ccccc1Cl | -0.4
C=C1/C=C(\C)[C@](C)(O)C[C@H](O)CC(=O)[C@H](O)[C@@H](O)[C@H](C)C[C@H](C)OC(=O)/C(C)=C/CC/C=C/[C@@H]2O[C@H]2C[C@H](C)C1 | -3.9
CCn1cc(C(=O)O)c(=O)c2cnc(N3CCN(C(=S)NC(=O)c4ccc(Br)cc4)CC3)nc21 | 1.4

(more compounds)
SMILES | UGM FP inh
CN(C)CCCN1C(=O)C(O)=C(C(=O)c2cccs2)C1c1cccc([N+](=O)[O-])c1 (centres undefined) | 1.7
N[C@@H]1CCCC[C@H]1N.O=C(O)C(=O)O.[Pt] | 2.3
COc1ccc(C2C=C(c3ccc(Cl)cc3)Nc3nc(NC(C)=O)nn32)cc1 (centres undefined) | 3.0
COc1ccc(OC)c(-n2c(=S)[nH]c3cc(C(=O)NCCCN4CCCC4=O)ccc3c2=O)c1 | 1.1
Cc1occc1C(=O)N=Nc1c(O)[nH]c2ccc(Br)cc12 | 3.4
O=C(NC1CCCCC1)C(=O)N(Cc1cccnc1)C(C(=O)NCc1ccco1)c1ccccc1 (centres undefined) | 0.9
Cc1ccccc1OCCNc1cc(N2CCNCC2)ccc1[N+](=O)[O-] | -1.0
CC1(c2ccccc2)ON(c2ccccc2C(F)(F)F)C1=O (centres undefined) | 2.8

Later entries
SMILES | UGM FP inh
COC/C=C/C1=CC2=CC(=O)C(C)(OC(=O)c3cccs3)C(=O)C2=CO1 (centres undefined) | 1.6
Clc1ccccc1CSc1nncn1-c1cccnc1 | -0.3
CN(C)c1ccc(/C=C/C(O)=C2/C(=O)N(C)C3(C)CC2c2ccccc2O3)cc1 (centres undefined) | -2.1
CCn1cc(C(=O)Nc2ccccc2)c(=O)c2ccc(C)nc21 | -0.6
C[C@@H]1O[C@@H](OC2C(O)C(OCCc3ccc(O)c(O)c3)OC(CO)C2OC(=O)/C=C/c2ccc(O)c(O)c2)[C@H](O)[C@H](O)[C@H]1O (some centres undefined) | -0.6
N#Cc1cc([N+](=O)[O-])ccc1NC(=O)COC(=O)CC1CCCC1 | -0.3
COc1ccccc1N=C1SC(C)CN1C(=O)C1CCC1 (centres undefined) | 1.0
COc1cc(/C=N/n2cnc3c(sc4nc(C)cc(C)c43)c2=O)ccc1O | 2.0

(listing goes on)
SMILES | UGM FP inh
Cc1ccc2nc3c(cc(C#N)c(=N)n3Cc3cccnc3)c(=O)n2c1 | -1.5
CCS(=O)(=O)NCc1ccc2[nH]c3c(c2c1)CCCC3 | 5.7
CCOc1ccc(-c2cc(C(=O)NN3CCN(C)CC3)c3cc(Cl)ccc3n2)cc1 | 0.0
C/C(=C\c1ccccc1)C1Nc2cccc3cccc(c23)N1 | 0.4
COc1ccc(CCC(=O)Nc2nc(-c3ccncc3)cs2)cc1 | 1.4
Cc1nn2c(N3CCN(C(=O)c4ccco4)CC3)cc(C(C)(C)C)nc2c1-c1ccccc1 | -1.3
CCN(CC)S(=O)(=O)c1ccc(C(=O)N2CCN(CCN3C(=O)c4cccc5cccc(c45)C3=O)CC2)cc1 | -1.2
CCS(=O)(=O)C1=NN2C(=N)/C(=C\c3ccc(OS(=O)(=O)c4ccccc4)c(OC)c3)C(=O)N=C2S1 | -1.1

Going on with the list:
SMILES | UGM FP inh
O=C(OCc1cc(Cl)ccc1OC(F)F)c1ccc([N+](=O)[O-])o1 | -3.5
Cc1nc2nc(-c3ccc(Cl)cc3)nn2c(C)c1Cl | -2.2
COC(=O)c1ccccc1OCCCOc1ccc(C)cc1OC | 0.3
Cc1noc(C)c1S(=O)(=O)N1CCC(C(=O)N2CCN(C3CCCC3)CC2)CC1 | -3.6
CCOC(=O)C1=C(C)N=C2c3ccccc3C(=O)C2C1c1ccc(Br)cc1 (centres undefined) | 3.8
Cc1sc2nc(CSc3ccc([N+](=O)[O-])cc3)[nH]c(=O)c2c1C | -2.5
CC[C@]12CCCN3CCc4c(n(c5ccccc45)C(=O)C1)C32 (some centres undefined) | 0.6
CS(=O)(=O)Nc1ccc(Cc2noc(-c3ccc4[nH]cc(CCN)c4c3)n2)cc1 | -1.3

The listing continues:
SMILES | UGM FP inh
COC(=O)c1ccc(NC(=O)c2cnc3scc(C)n3c2=O)cc1 | 2.5
Nc1nc(N)c2nc(CNc3ccc(C(=O)NC(CCC(=O)O)C(=O)O)cc3)cnc2n1 (centres undefined) | 3.4
COc1cc(CNCCN2CCOCC2)ccc1OCc1c(Cl)cccc1Cl | 1.9
CC(C)c1ccccc1NC(=O)Cn1c(/C=C/c2ccccc2)nc2ccccc21 | 4.6
O=C(NN1C(=O)/C(=C/c2cc([N+](=O)[O-])ccc2O)SC1=S)c1ccccc1O | 2.2
[O-][n+]1c2c(nc3c1-c1ccccc1C3O)CCCC2 (centres undefined) | 2.2
Cc1c(C(=O)N2CCN(c3ccccc3)CC2)sc2ncnc(N3CCC(C)CC3)c12 | 3.9
CC/C(=N\NC(C)=O)c1ccc(OC(F)F)cc1 | 2.1

Reprinted from the part before: 3 compounds, then new ones.
Molecule	UGM FP inh
[O-][n+]1c2c(nc3c1-c1ccccc1C3O)CCCC2 (centres undefined)	2.2
Cc1c(C(=O)N2CCN(c3ccccc3)CC2)sc2ncnc(N3CCC(C)CC3)c12	3.9
CC/C(=N\NC(C)=O)c1ccc(OC(F)F)cc1	2.1
NCC1(CC(=O)O)CCCCC1	0.7
c1ccc(-c2nc(Sc3ncnc4c3cnn4-c3ccccc3)n[nH]2)cc1	3.7
CN1CCN(CC(=O)N2c3ccccc3C(=O)Nc3cccnc32)CC1	-0.7
Cc1ccc(OCC(=O)n2cnnc2N)c(C)c1	-0.8
O=C(/C=C/c1ccccc1)NC1CC2CCCC(C1)N2Cc1ccccc1 (centres undefined)	1.2
O=c1c2ccccc2nc(/C=C/c2ccc(F)cc2)n1-c1ccccn1	1.2
COC(=O)C1=C(C)N(CCc2cc(OC)c(OC)c(OC)c2)C(=O)N[C@H]1c1ccc(Br)cc1	0.4
CCc1ccc(-c2nn(-c3ccccc3)cc2CSC(=N)N)cc1	-0.3
COc1ccc(CCNC(=O)CSc2ccc(-c3ccccc3)nn2)cc1	-1.2
Cc1cccc(NC(=O)c2ccccc2OCC(=O)N2CCCC2)c1C	0.6
COc1ccc2nc(Sc3c([N+](=O)[O-])nc(C)n3Cc3ccccc3)[nH]c2c1	-1.6
O=C(O)c1ccccc1NC(=O)C1C2CCC(O2)C1C(=O)O (centres undefined)	1.8
CC(C)(C)NC(=O)C(c1ccco1)N(C(=O)Cn1nnc(-c2ccc(F)cc2)n1)c1ccccc1 (centres undefined)	3.6
COC(=O)c1sc(NC(=O)c2cnccn2)c(C(=O)OC)c1C	-1.7
Cc1ccc(CCN2CC(C(=O)NCCN3CCOCC3)CC2=O)cc1 (centres undefined)	-1.4
COc1ccc(CCNCc2ccc(SC)cc2)cc1	1.5
Cc1ccc(Cl)cc1NC(=O)COC(=O)c1ccc(COc2ccc3c(C)cc(=O)oc3c2)cc1	-0.2
CN1N=C2c3ccccc3CCC2C1c1ccc(C(F)(F)F)cc1 (centres undefined)	-0.8
O=S(=O)(c1ccccc1)N1N=C(c2ccccc2)CC1c1ccco1 (centres undefined)	0.4
CCN1CCC(N2CCN(c3ccc(Cl)cc3)CC2)CC1	3.2
CCN(CC)CCCNc1nc(SC)nc2sc3c(c12)CCN(C)C3	-1.0
COC/C=C/C1=CC2=CC(=O)C(C)(OC(=O)c3cnc4ccccc4n3)C(=O)C2=CN1CCc1ccccn1 (centres undefined)	0.3
CSc1ccc(C2c3[nH]c4ccccc4c3CCN2C(=O)c2cc(C)n(C)n2)cc1 (centres undefined)	0.1
CSc1nc(C)cc(-c2cc(C(=O)Nc3ccccc3)on2)n1	2.8
Cc1cc(Nc2ccc(O)cc2)ccc1N	0.8

Next part
Molecule	UGM FP inh
Cc1cc([N+](=O)[O-])c2c(c1C)C1C=CCC1C(c1ccccn1)N2 (centres undefined)	-0.3
N#Cc1nc(-c2ccc(F)cc2)oc1NCCCn1ccnc1	0.3
CCCC(=O)Nc1nn(C)c2nc3cc(C)ccc3cc12	-3.8
Cc1ccc2cc(C)c3nnc(SCC(=O)N4CCCc5ccccc54)n3c2c1C	0.4
Cc1ccc(C)n1-c1ccc2c(c1)COC2=O	-2.0
Cc1cccc(CN2CCN(CCCc3ccccc3)CC2)c1	0.7
CCOc1cc(/C=C/c2nc3ccccc3c(=O)[nH]2)cc(Br)c1OC	1.2
Cc1sc2nc(-c3ccccc3)[nH]c(=O)c2c1-c1ccccc1	-1.1
O=C(COC(=O)c1ccccc1NC(=O)C1CC1)c1ccc2c(c1)OCCO2	0.1
O=S(=O)(O)Oc1c[nH]c2ccccc12	4.8
CC(C)C(=O)c1cc2c(cc1NC(=O)Nc1cccc3ccccc13)OCCO2	-2.7
CN(C)CCNC(=O)c1cc(Sc2ccc(F)cc2)nc2ccccc12	2.2
CC(=O)Nc1cccc(NC(=O)c2oc3ccccc3c2C)c1	1.2
CCN1C(=O)NC(=O)/C(=C\c2ccc(N3CCOCC3)cc2OC)C1=O	4.6
COc1ccc(OC)c(N2C(=O)/C(=C/c3ccco3)C(=O)NC2=S)c1	1.9
Cn1c(=O)c2[nH]c(N/N=C(/C#N)C(N)=O)nc2n(C)c1=O	-1.7
CCOc1ccc(C2=NNC(c3cccs3)=Nc3ccc(OCC)cc32)cc1	0.2
O=C(/C=C/c1ccc2c(c1)OCO2)Nc1nc(-c2ccc(F)cc2)cs1	-3.7
CCO[C@@H]1OC(C(=O)N2CCN(C)CC2)=C[C@H](C(C)(C)C)[C@H]1CCCO	2.0
COc1ccc(-c2nn(-c3ccccc3)cc2/C=N/NC(=O)c2ccc3c(c2)OCO3)cc1	-2.6
COCC(=O)Nc1cc(Cl)ccc1C(F)(F)F	1.6
CCOC(=O)C1C(=O)CC(C)(O)C(C(=O)OCC)C1c1ccc(Br)o1 (centres undefined)	-1.3
c1ccc2c(c1)-c1cccc3c1c-2cc1ccccc13	0.8
O=S(=O)(Nc1ccc(O)c2ccccc12)c1ccc(Br)cc1	0.6
Cc1cc(=O)[nH]c(N/N=C/c2ccc([N+](=O)[O-])cc2)n1	-2.2

Source: PubChem BioAssay (Broad Institute)
